Screens (PubChem)
MBD2 inh: inhibitors of human MBD2 binding to methylated oligonucleotide. Q9UBB5. TR-FRET. inhibition, % at 4.4 µM. 370,000 tested, 0.31% active. AID 686964; in the data active = inhibition above about 13%
ARFGAP1 inh: inhibits rat ARF GTPase activating protein 1 | inhibition, % at 16.5 µM | 360,000 tested, 0.26% active | Q62848 | Arfgap1-stimulated ARF1 GTP hydrolysis, GDP FP detection | AID 651572;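 active = inhibition above a per-plate limit, mean inhibition of low control wells plus 3 SD, cut at about 25% in these data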;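 note: 0% = DMSO wells with enzyme and 100% = wells lacking Arfgap1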
Target sequence (Q62848 1-136 limits assumed): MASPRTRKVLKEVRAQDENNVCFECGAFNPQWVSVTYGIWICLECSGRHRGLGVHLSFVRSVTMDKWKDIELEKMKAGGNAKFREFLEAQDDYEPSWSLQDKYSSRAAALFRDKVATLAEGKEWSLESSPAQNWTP
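Replicates: Single well per compound | Assay system: Truncated rat Arfgap1 GAP domain | Control set: No-Arfgap1 wells (100%) versus DMSO full-reaction wells (0%) | Times: Enzyme reaction 120 min at 25 °C after 20 min preincubation | Reagent: Human ARF1(Δ1-17)-GTP substrate | Measured by: Tracer-displacement fluorescence polarization with EDTA stop, 620/688 nm | Measure: Percent inhibition of Arfgap1-stimulated GTP hydrolysis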
DDE Tn7 FP inh: disrupts Tn7 cyclic peptide binding to fibrin D-Dimer-E complex; P02675; FP displacement of FITC-Tn7 peptide from fibrin DD(E); 0% = median of compound wells per plate; inhibition, % at 8.3 µM; 370,000 tested, 0.13% active; AID 720508;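 active = inhibition above the mean of compounds falling within the control limits plus 3 SD of them, cut at about 14% in these data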;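 note: 0% = plate median of compound wells and 100% = 10 µM Aha-Tn7 peptide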
Target sequence (P02675 whole entry, looked up): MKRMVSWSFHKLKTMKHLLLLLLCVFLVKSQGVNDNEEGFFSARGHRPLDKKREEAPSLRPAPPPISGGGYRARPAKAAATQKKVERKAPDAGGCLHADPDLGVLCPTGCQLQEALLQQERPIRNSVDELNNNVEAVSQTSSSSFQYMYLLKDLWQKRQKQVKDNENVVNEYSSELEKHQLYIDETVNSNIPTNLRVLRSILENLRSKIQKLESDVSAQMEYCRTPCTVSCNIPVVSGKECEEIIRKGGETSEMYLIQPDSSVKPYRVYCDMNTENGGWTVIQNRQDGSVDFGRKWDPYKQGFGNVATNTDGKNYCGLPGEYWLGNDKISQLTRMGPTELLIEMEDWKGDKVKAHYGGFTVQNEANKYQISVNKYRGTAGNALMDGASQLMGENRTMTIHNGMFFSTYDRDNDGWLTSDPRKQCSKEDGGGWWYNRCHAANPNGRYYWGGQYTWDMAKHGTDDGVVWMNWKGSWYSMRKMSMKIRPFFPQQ
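Assay system: Human clot-derived fibrin DD(E) complex | Buffer or medium: Tris/NaCl/CaCl2 buffer, pH 7.8 | Repeats: One replicate per compound | Benchmarks: Aha-Tn7 high control | Measure: % inhibition scaled between sample-field median and high-control FP | Schedule: 10 min plus 3 h, room temperature | Signal: Fluorescence polarization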
PLC-beta3 inh: PLC-beta3 (human) inhibition, primary screen | 370,000 tested, 0.18% active | Purified PLC-beta3, fluorogenic substrate, fluorescence | Q01970 | inhibition, % at 12.2 µM; in the data active = inhibition above about 11%;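 note: 0% = median of compound wells on plate and 100% = full blocker control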
UHRF1 binding: UHRF1 methyl-DNA binding inhibition; Q96T88; UHRF1 binding to methylated oligo, TR-FRET; inhibition, % at 4.4 µM; 370,000 tested, 0.75% active; AID 687016; in the data active = inhibition above about 21%;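 note: UHRF1 SRA domain binding a hemimethylated CpG hairpin DNA probe; 0% = median of test compound wells and 100% = reference inhibitor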
ASAP1 inh: ASAP1 ArfGAP inhibition; 360,000 tested, 0.19% active; Q9ULH1; ASAP1-stimulated ARF1 GTP hydrolysis, GDP FP detection; inhibition, % at 16.5 µM; in the data active = inhibition above about 25%;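 note: 0% = vehicle with enzyme and substrate and 100% = no enzyme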
KLK7 zymogen act: activators of human kallikrein-7 zymogen. P49862. purified proKLK7, EDANS-DABCYL substrate fluorescence; 100% is mature enzyme control, 0% vehicle. activation, % at 7 µM. 370,000 tested, 0.9% active. AID 652039;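 active = activation above the mean of all tested compounds plus 3 SD, computed per campaign excluding outliers beyond control limits, cut at about 13% in these data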
Target sequence (P49862 whole entry, looked up): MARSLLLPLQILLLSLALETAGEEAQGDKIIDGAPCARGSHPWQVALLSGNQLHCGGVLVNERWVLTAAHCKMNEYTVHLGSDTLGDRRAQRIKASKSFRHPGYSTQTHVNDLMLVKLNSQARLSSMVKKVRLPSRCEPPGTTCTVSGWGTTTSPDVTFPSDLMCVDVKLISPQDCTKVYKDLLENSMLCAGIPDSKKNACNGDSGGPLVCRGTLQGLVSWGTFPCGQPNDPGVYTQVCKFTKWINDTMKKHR
ADAM17 inh: inhibitors of human ADAM17; inhibition, % at 6.95 µM; recombinant ADAM17, EDANS/DABCYL FRET peptide cleavage; AID 720648; P78536; 370,000 tested, 0.83% active;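 active = inhibition above the mean of compounds lying between control limits plus 3 SD, set per campaign, cut at about 8.5% in these data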;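 note: 0% = DMSO-only wells as the low control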
Tn6 DDE FP: DD(E)-Tn6 binding inhibition, primary FP screen | P02675 | Fibrin DD(E) TRITC-Tn6 fluorescence polarization displacement | inhibition, % at 8.3 µM | 370,000 tested, 0.21% active | AID 720509;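 active = inhibition above a per-campaign cutoff: mean of compounds within control limits plus 3 SD, cut at about 15% in these data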;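 note: 0% = median of all compound wells on the plate and 100% = blocking peptide control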
PLC-gamma1 inh: inhibitors of human phospholipase C gamma1; P19174; purified PLC-gamma1, fluorogenic substrate, fluorescence; inhibition, % at 12.2 µM; 370,000 tested, 0.84% active; AID 720700; in the data active = inhibition above about 9.5%
Numbers without * were called inactive; i = inactive; . = no result given.

Each structure is followed by: MBD2 inh	ARFGAP1 inh	DDE Tn7 FP inh	PLC-beta3 inh	UHRF1 binding	ASAP1 inh	KLK7 zymogen act	ADAM17 inh	Tn6 DDE FP	PLC-gamma1 inh
1. N=C1/C(=C/c2ccc(-c3cccc(C(=O)O)c3)o2)C(=O)N=C2SC(CC(=O)N3CCOCC3)=NN12
  6	-3	1	-29	19	-3	-0.1	-10	-1	-13
2. COc1ccc(Oc2ncnc3c2ncn3Cc2ccccc2)cc1
  0	4	2	0	1	-7	-0.6	-2	-8	2
3. CCOC(=O)C1CCN(C(=O)C2CCN(S(=O)(=O)c3cc(Cl)ccc3Cl)CC2)CC1
  2	-2	-1	1	1	-16	-0.1	0	1	4
4. CN(C)CCCN(C(=O)c1ccc(N2C(=O)CCC2=O)cc1)c1nc2c(F)cccc2s1
  -1	2	-2	-5	1	-1	0.5	-4	8	2
5. O=C(NCc1cccc(CNC(=O)Nc2cccc(O)c2)c1)Nc1cccc(O)c1
  3	-5	-4	-3	-1	-10	-0.1	0	-9	4
6. O=C(N/N=C/c1c[nH]c2ccccc12)c1ccc(O)c(O)c1
  4	1	-1	-15	2	-5	-0.1	-8	-3	-10
7. COc1ccc(CCNC(=O)c2ccc3nc[nH]c3c2)cc1
  1	0	5	-7	0	-2	0.0	-1	5	-5
8. COc1cccc(N(CC(=O)NCCSCc2ccc(C)cc2)S(C)(=O)=O)c1
  -1	-10	12	-6	-1	4	0.0	-1	-11	0
9. COc1ccc(CCn2c(=N)c(S(=O)(=O)c3ccc(C)cc3)cc3c(=O)n4ccccc4nc32)cc1
  7	-12	1	-36	5	-3	0.0	-48	-2	-19
10. CC(=O)c1ccc(OCC(=O)Nc2cccc(C(=O)Nc3c(C)n(C)n(-c4ccccc4)c3=O)c2)cc1
  4	-7	2	-12	0	4	0.2	-4	-20	-1
11. CC(C)c1nc(SCC(=O)c2ccccc2)c2c(=O)n(C)c(=O)n(C)c2n1
  2	7	-15	-1	0	15	-0.5	-2	-5	1
12. CCOc1ccc(NC(=O)CSc2nc(=O)n(CCCN3CCOCC3)c3c2CCC3)cc1
  -7	9	0	-2	-1	-5	0.2	1	-2	0
13. CCOc1ccc(NC(=O)CN(C)C(=O)c2n[nH]c(=O)c3ccccc23)cc1OCC
  -5	1	2	-3	0	-24	0.1	-1	-5	2
14. CC1(C(=O)NS(=O)(=O)c2ccc(C#N)cc2)CCN1C(=O)Cc1ccc(Cl)cc1Cl (stereo unspecified)
  4	-5	3	-2	-1	-5	0.5	-3	1	1
15. COc1ccc(-c2cc(C(F)F)n3ncc(C(=O)n4ccnc4C)c3n2)cc1
  6	11	-1	i	3	-1	13*	-148	-4	-457
16. Cc1cccc(OCCn2ccnc2)c1C
  1	5	1	-1	-2	2	-0.6	-5	-7	3
17. CCOC(=O)C1(C)C=C(Nc2ccccc2)C(=O)N1c1ccccc1 (stereo unspecified)
  1	-10	3	-9	3	-8	-0.2	-5	6	0
18. O=S(=O)(c1ccc(F)cc1)n1c(CN2CCOCC2)nc2ccccc21
  -4	.	0	0	2	.	-0.1	0	5	-1
19. CC(C)Cn1cnc2c1c(=O)n(CC(=O)Nc1ccc3c(c1)OCO3)c(=O)n2Cc1ccccc1
  -1	4	0	1	3	-20	0.7	-3	1	2
20. COc1ccc(CNC(=O)Nc2ccc(C)cc2C)cc1
  -5	-1	2	0	0	5	0.1	1	4	2
21. NS(=O)(=O)c1ccc(CCNC(=O)CCCn2c(=O)[nH]c3ccc(Br)cc3c2=O)cc1
  2	6	4	-4	0	-11	0.4	-4	0	0
22. CCCOc1ccc(/C=C/C(=O)Nc2ccc([N+](=O)[O-])cc2)cc1
  2	-10	0	4	0	7	0.8	0	-2	4
23. Cc1ccc(Cc2c(-c3ccc(C#N)cc3)nc3c4ccccc4ccn23)cc1
  -3	13	1	-39	12	-1	-1.7	-6	-7	-29
24. O=C(c1cc(F)c(F)cc1Cl)N1CCOCC1
  -4	-10	1	-28	0	-9	0.3	-2	4	1
25. Oc1cccc(/C=N/Nc2ncnc3c2ncn3Cc2ccccc2)c1
  0	-1	3	-3	-3	-3	-0.8	-2	-7	-2
26. Cc1cc(C)nc(CCNC(=O)C2CCC(=O)N(Cc3ccccc3F)C2)n1 (stereo unspecified)
  3	-8	-1	-2	5	3	0.1	1	3	5
27. Cc1cc(CNC(=O)Cn2cc([N+](=O)[O-])cn2)c2ccccc2n1
  0	1	-3	-6	-2	2	-0.7	-4	0	1
28. OCCC1CN(Cc2cccc(OC3CCCC3)c2)CCN1Cc1ccsc1 (stereo unspecified)
  4	3	4	-7	2	7	0.3	-2	0	4
29. CC(=O)Nc1cc(-c2ccccc2N(C)C)cn2c(-c3ccccc3)cnc12
  -4	11	-4	-126	-6	-9	0.9	-20	1	-98
30. COc1cc(C2C(C(=O)c3ccco3)=C(O)C(=O)N2c2cc(C)on2)cc(Br)c1O (stereo unspecified)
  2	-4	4	-5	-2	1	-0.5	0	-4	-4

3 entries out of the list above, ordered by their value in ARFGAP1 inh, rising.
Each structure is followed by: MBD2 inh	ARFGAP1 inh	DDE Tn7 FP inh	PLC-beta3 inh	UHRF1 binding	ASAP1 inh	KLK7 zymogen act	ADAM17 inh	Tn6 DDE FP	PLC-gamma1 inh
17. CCOC(=O)C1(C)C=C(Nc2ccccc2)C(=O)N1c1ccccc1 (stereo unspecified)
  1	-10	3	-9	3	-8	-0.2	-5	6	0
30. COc1cc(C2C(C(=O)c3ccco3)=C(O)C(=O)N2c2cc(C)on2)cc(Br)c1O (stereo unspecified)
  2	-4	4	-5	-2	1	-0.5	0	-4	-4
21. NS(=O)(=O)c1ccc(CCNC(=O)CCCn2c(=O)[nH]c3ccc(Br)cc3c2=O)cc1
  2	6	4	-4	0	-11	0.4	-4	0	0

Additional records.
#31 COc1cccc(CN(C)C(=O)c2ccc3nccnc3c2)c1
#32 CC(=O)N(C)c1ccc(N=Nc2c(C)[nH]n(C(N)=S)c2=O)cc1
#33 C=CCN1C(=O)[C@@H](CC(=O)NCCC(C)C)[C@]2(C(=O)OC)CCCCC=C12
#34 COc1ccc(-n2nnnc2-c2cccc(OC)c2)cc1
#35 NS(=O)(=O)c1ccc(CCNC(=O)CCCCCNc2nc(=S)[nH]c3ccccc23)cc1
#36 CCOC(=O)C1=C(C)NC(=O)NC1c1ccc(OCCO)c(OC)c1 (stereo unspecified)
#37 COc1ccc(-c2cc(=O)c3ccccc3s2)cc1
#38 CCN(CC)S(=O)(=O)c1ccc2c(c1)nc(CCC(=O)O)n2CC
#39 CC1CC(C)(C)Nc2ccc(N=O)cc21 (stereo unspecified)
#40 Cc1ccn2c(-c3csc(Nc4ccc(C(=O)O)cc4)n3)c(C)nc2c1
assay / compound,31,32,33,34,35,36,37,38,39,40
MBD2 inh,-6,-11,-1,-1,2,-8,0,3,-14,8
ARFGAP1 inh,-1,8,.,9,4,-4,2,-7,14,-11
DDE Tn7 FP inh,5,-5,-3,-1,-6,-6,1,3,-3,8
PLC-beta3 inh,-49,5,2,4,3,6,-34,-9,-3,-35
UHRF1 binding,-1,-15,4,1,2,0,-10,-4,-4,8
ASAP1 inh,5,20,.,2,1,-12,-4,-6,2,1
KLK7 zymogen act,-1.9,0.4,0.2,-0.1,1.3,0.3,-1.4,-0.4,0.8,-0.1
ADAM17 inh,-8,2,4,-1,3,5,-29,-2,2,-7
Tn6 DDE FP,-7,-2,5,3,-1,-3,10,1,3,-9
PLC-gamma1 inh,-41,2,5,6,10*,3,-31,-1,2,-19

Compound profiles, from the list above. Order of values: MBD2 inh	ARFGAP1 inh	DDE Tn7 FP inh	PLC-beta3 inh	UHRF1 binding	ASAP1 inh	KLK7 zymogen act	ADAM17 inh	Tn6 DDE FP	PLC-gamma1 inh
Results for CCN(CC)S(=O)(=O)c1ccc2c(c1)nc(CCC(=O)O)n2CC : 3	-7	3	-9	-4	-6	-0.4	-2	1	-1
Results for COc1ccc(-n2nnnc2-c2cccc(OC)c2)cc1 : -1	9	-1	4	1	2	-0.1	-1	3	6

Further entries follow:
#41 Cc1nnc(Sc2cc(C(=O)NCCCN(C)Cc3ccccc3)c3ccccc3n2)s1
#42 O=C(N/N=C/c1ccc(-c2cccc(C(F)(F)F)c2)o1)c1ccccc1Br
#43 Cc1ccc(NC(=O)CNC(=O)c2ccco2)cc1
#44 COc1ccc(-c2ccc(SCC(=O)NCC3CCCO3)nn2)cc1OC (stereo unspecified)
#45 COc1ccc(F)cc1S(=O)(=O)n1nc(C)cc1C
#46 CN(C)[C@@H]1CCN(c2cccc3c2S(=O)(=O)N(C2CC2)CCCO3)C1
#47 CC(C)C(C(=O)NC1CCCC1)N(CC1CCCO1)C(=O)CNS(=O)(=O)c1ccccc1 (stereo unspecified)
#48 CCSc1nc(-c2ccc(OC)cc2)cc(-c2ccc(OC)cc2)c1C#N
assay / compound,41,42,43,44,45,46,47,48
MBD2 inh,2,-7,1,-2,0,-4,2,5
ARFGAP1 inh,0,5,15,-3,-12,.,-9,-7
DDE Tn7 FP inh,-4,-7,3,-5,-3,-4,-2,5
PLC-beta3 inh,-5,-8,-5,-5,-10,-1,-9,-6
UHRF1 binding,-5,-5,2,0,3,1,5,1
ASAP1 inh,-10,9,-1,-8,-14,.,3,8
KLK7 zymogen act,0.6,-0.4,-0.1,-0.1,0.5,0.1,0.2,0.7
ADAM17 inh,-2,4,-5,1,0,-8,-5,-7
Tn6 DDE FP,7,0,-4,1,4,-8,-5,-3
PLC-gamma1 inh,-3,-7,2,2,0,-4,-1,3

As entered above:
Value for entry 41 under ARFGAP1 inh: 0
Value for entry 42 under PLC-gamma1 inh: -7
